Vif imaging = inhibitors of HIV Vif; HEK293T cells, Vif self-association by quenched fluorescence, imaging, 24 h; 340,000 compounds, 0.35% hits; inhibition, % at 7.49 µM; in the data active = inhibition above about 50%, passing the limit was not always enough; also: some results filed as inactive read as strong as hits
CaV13 ICDI inh = Disruptors of the CACNA1D IQ motif to Ca2+-dependent inactivation inhibitor domain association, primary screening, Förster resonance energy transfer in intact living …; HEK cells, CFP/YFP FRET ICDI-IQ, plate reader, 10 min; percent FRET-ratio fall versus neutral wells; inhibition, % at 12.3 µM; 340,000 compounds, 0.098% hits;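 active = mean replicate inhibition of at least 30% and at least 1% of replicates passing that level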;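 also: 0% = median of the neutral control wells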
MC4R antag cAMP = human MC4R antagonism in cAMP assay. P32245. MC4R-expressing cells, MTII-stimulated cAMP, LANCE TR-FRET. inhibition, % at 6.5 µM. 360,000 compounds, 0.48% hits. AID 540295;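 active = inhibition above its plate's cutoff, the mean of tested wells on that plate plus 3 SD, cut at about 29% in these data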;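 also: 0% = Melanotan II alone and 100% = Melanotan II plus saturating MCL0020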
Target sequence (P32245 whole entry, looked up): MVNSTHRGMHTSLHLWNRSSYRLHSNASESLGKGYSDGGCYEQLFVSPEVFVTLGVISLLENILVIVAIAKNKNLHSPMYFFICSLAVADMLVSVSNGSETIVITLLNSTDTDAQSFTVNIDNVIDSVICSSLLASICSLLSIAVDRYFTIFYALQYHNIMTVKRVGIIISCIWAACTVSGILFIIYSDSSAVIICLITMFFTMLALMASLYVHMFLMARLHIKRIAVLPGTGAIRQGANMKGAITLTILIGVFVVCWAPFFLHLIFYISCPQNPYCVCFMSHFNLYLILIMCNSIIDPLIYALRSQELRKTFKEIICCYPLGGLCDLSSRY
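material = U2OS cells stably expressing human melanocortin 4 receptor (MC4R) | also added = Melanotan II challenge | dosing = single nominal compound dose of 6.5 µM | detection = TR-FRET with Eu-cAMP and labeled anti-cAMP, 671 nm | replication = singlicate | timing = compound 30 min, challenge 1 h, detection 1 h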
Cardio protect = protects H9c2 cardiomyocytes from peroxide injury. 360,000 compounds, 0.63% hits. protection from H2O2 cell death, % at 20 µM. H2O2 injury protection, ATPLite, 2 h. AID 588492;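 active = compounds giving at least 50% protection of heart cells from peroxide-induced death in the single-dose screen, raw or plate-pattern-corrected value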;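 also: 0% = DMSO wells with peroxide and 100% = DMSO wells without peroxide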
HTR2A ag = mouse HTR2A agonism via beta-arrestin recruitment; CHO-K1 mHTR2A beta-arrestin complementation, luminescence; percent of 30 µM serotonin response; P35363; activation, % at 7.6 µM; 360,000 compounds, 0.66% hits;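 active = activation above a run cutoff, the mean activation of all tested compounds plus 3 SD, cut at about 14% in these data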;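 also: 0% = plate median of compound wells and 100% = 30 µM serotonin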
N-glyco inh = blocks N-linked glycosylation in D54 reporter cells; D54 ERlucT glycosylation luciferase reporter, 24 h; percent of 100 nM tunicamycin response; reporter increase, % at 12.5 µM; 360,000 compounds, 0.23% hits; AID 588692;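 active = mean luciferase reporter signal, scaled so untreated is 0 and the glycosylation-blocking control 100, at or above a set limit in every replicate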;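 also: luciferase carries N-glycosylation sites so blocking glycosylation raises the light; 0% = median of neutral control wells and 100% = median of 100 nM tunicamycin wells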
PDI inh = PDI (human) enzyme inhibition; P07237; PDI insulin aggregation turbidity, A650, 90 min; inhibition, % at 10 µM; 350,000 compounds, 0.052% hits;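 active = mean inhibition across replicates of 30% or more, whatever share of single replicates reach that level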;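 also: absorbance from insulin aggregation driven by PDI reduction with DTT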
Target sequence (P07237 whole entry, looked up): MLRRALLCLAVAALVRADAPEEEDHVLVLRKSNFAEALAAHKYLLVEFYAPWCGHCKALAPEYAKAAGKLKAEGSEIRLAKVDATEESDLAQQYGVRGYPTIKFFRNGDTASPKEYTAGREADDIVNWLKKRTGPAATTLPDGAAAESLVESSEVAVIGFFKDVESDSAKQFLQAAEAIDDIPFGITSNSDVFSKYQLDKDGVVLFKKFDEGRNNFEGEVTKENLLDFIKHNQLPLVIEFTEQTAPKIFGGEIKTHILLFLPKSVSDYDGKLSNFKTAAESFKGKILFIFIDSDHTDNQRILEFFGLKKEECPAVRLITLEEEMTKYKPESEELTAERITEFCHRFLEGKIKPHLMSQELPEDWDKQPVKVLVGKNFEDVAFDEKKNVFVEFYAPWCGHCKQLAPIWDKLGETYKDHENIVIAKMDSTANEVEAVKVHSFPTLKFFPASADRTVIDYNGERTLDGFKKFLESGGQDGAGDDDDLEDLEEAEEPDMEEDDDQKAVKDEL
MC4R ag barr = agonists of human melanocortin 4 receptor (MC4R) beta-arrestin | activation, % at 8.9 µM | P32245 | U2OS MC4R beta-arrestin complementation, luminescence; percent of melanotan II response, DMSO zero | 360,000 compounds, 0.98% hits;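 active = activation above a per-plate cutoff, the mean activation of sample wells on that plate plus 3 SD, cut at about 8% in these data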
ABCB6 inh MLPCN = human ABCB6 transporter inhibition. K562-ABCB6 porphyrin accumulation, flow cytometry, 1 h; stronger effect = lower value. fluorescence ratio to DMSO, % at 10 µM. 360,000 compounds, 0.19% hits;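 active = fluorescence ratio to DMSO below 75%, the collection mean minus 3 SD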;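 also: signal is porphyrin accumulated inside mitochondria; 100% equals median channel fluorescence of DMSO control wells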
aDG glyco act = alpha-DG glycosylation activation | Pro5-aDG cells, alpha-DG glycosylation AlphaScreen (IIH6); 0% Pro5, 100% B10-LARGE cell signal | activation, % at 10 µM | 360,000 compounds, 0.22% hits;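 active = activation of at least 8% versus controls, or a plate z-score of at least 8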;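 also: Pro5 are CHO cells carrying HIG-tagged alpha-DG that lacks glycosylation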
The depositor's hits bear a star; / = no result given.

SMILES	Vif imaging	CaV13 ICDI inh	MC4R antag cAMP	Cardio protect	HTR2A ag	N-glyco inh	PDI inh	MC4R ag barr	ABCB6 inh MLPCN	aDG glyco act
Cc1cn([C@H]2C[C@H](O)[C@@H](CNC(=O)[C@H](N)Cc3cn(COCc4ccccc4)cn3)O2)c(=O)[nH]c1=O	-2	-5	4	3	4	0	3	-0.9	100	-0.2
CC(C)CNC(=O)C1(C)CCCN1Cc1ccc(S(C)(=O)=O)cc1 (centres undefined)	-5	-5	3	1	1	0	3	-1.2	89	-0.4
Cc1cc(=O)c2ccccc2n1CC(=O)NCc1ccccc1	-3	-6	4	-3	1	-2	-3	0.4	98	0.9
CC(C)c1cc(NCCN2CCOCC2)n2c(nc3ccccc32)c1C#N	14	-3	16	-1	0	3	-5	-1.1	103	0.0
O=C(NC1CCCCC1)C(c1ccccc1)N(C(=O)c1csnn1)C1CCCC1 (centres undefined)	-8	-4	8	-4	0	-1	6	2.6	99	0.2
COc1ccc(/C=N/NC(=O)c2c(-c3ccccc3)noc2C)cc1	-18	-6	-4	-4	0	-1	2	-1.3	104	-0.1
CCOP(=O)(OCC)C(NC(=O)c1ccc(OC)cc1)c1ccccc1 (centres undefined)	12	-1	10	-2	7	1	-5	2.0	96	0.3
COc1cc(C2Nc3cccc4cccc(c34)N2)ccc1OC(C)=O	14	/	2	-2	-3	-2	10	-2.4	104	-0.4
COCc1cc(C)nc2sc(C(=O)Nc3ccccc3OC)c(N)c12	-1	-23	-3	-1	-1	0	3	0.0	97	0.4
O=C(NCc1cn(-c2ccccc2)nc1-c1ccc(F)cc1)c1cccc([N+](=O)[O-])c1	1	-5	4	1	-8	-5	7	-2.9	96	0.3
CCc1nc2ccc(C(=O)NCc3ccc4c(c3)OCO4)cn2c1N(C)C(=O)Cc1ccccc1	-5	-5	-2	10	-1	0	7	-1.6	95	-0.3
CCOC(=O)c1cc(NC(=O)Nc2nc3ccccc3s2)c(C)nc1C	1	-19	3	-4	-1	-1	-5	-1.5	101	0.2
C/C(=C(\C#N)C(=O)NCc1ccccc1)N(C)C	1	-5	-4	14	3	-1	5	-1.8	99	-0.1
CCOC(=O)c1oc2ccc(Br)cc2c1NC(=O)CN1CCN(C)CC1	/	0	7	20	1	0	-1	-0.9	201	2.4
COc1ccccc1Nc1nc(N)nc(CN2CCN(c3ccccc3)CC2)n1	0	-4	1	10	14	1	0	-1.4	91	0.1
COc1ccc(-c2c(C(=O)c3ccccc3)[nH]c(N)c2C(=O)NCc2ccccc2)cc1OC	/	-3	/	/	-7	/	/	/	96	-0.6
CC(C)N(CCCNC(=O)Cn1ncc2c([nH]c3ccccc32)c1=O)Cc1ccccc1	9	-13	-2	7	4	-1	-30	-1.3	99	-0.2
Cc1nc(NC(=O)COC(=O)CCC(=O)c2cccs2)c(Cl)cc1Cl	-5	-6	-3	2	-1	1	-6	1.4	98	0.4
C(=N\n1cnnc1)/c1cn(Cc2ccccc2)c2ccccc12	-3	/	-2	-2	-6	-7	6	-2.3	99	0.2
Cc1ccc(N2C(=O)C3ON(c4ccccc4)C(CC(C)C)C3C2=O)cc1 (centres undefined)	7	9	10	0	-3	-1	0	2.1	103	-0.1
Cc1cc(C(=O)COC(=O)C2=NNC(=O)CC2)c(C)n1-c1cccc(C(F)(F)F)c1	6	-8	19	-6	-2	0	2	-1.2	95	0.0
Cc1cccc(Oc2ncnc(N)c2[N+](=O)[O-])c1	0	-4	1	2	7	2	-2	-1.0	101	0.2
COc1ccc(CN2C(=O)c3cccnc3C2Nc2cc(Cl)c(OC)cc2OC)cc1 (centres undefined)	7	-7	-5	10	-1	4	0	-0.3	102	0.1
CCC(=NCc1ccccc1)C1=C(O)C(C(=O)OC)C(C)(C)CC1=O (centres undefined)	-3	/	12	16	5	1	6	2.8	97	-0.1
CSc1cccc(NC(=O)CN(C)S(=O)(=O)c2cnc[nH]2)c1	11	-4	-7	2	3	2	2	-0.7	104	-0.3
O=C(CCCCCn1c(=O)[nH]c2ccccc2c1=O)NCCCN1CCN(c2ccccc2F)CC1	-4	-5	3	-8	-3	0	-1	-0.4	94	-0.1
CCOC(=O)c1c(N)c(C#N)c2n1CCCC2	15	/	10	-4	1	0	-1	0.3	103	-0.4
NC(=O)COC(=O)c1cccc(S(=O)(=O)N2CCN(c3ccccc3)CC2)c1	-3	-6	4	-4	1	-1	1	-1.4	96	-0.3
CCOc1ccc2nc(NC(=O)CN3CCC(n4nnc5cc(C(F)(F)F)ccc54)CC3)sc2c1	/	-4	-6	21	-2	-7	-4	-1.8	93	2.3
CC1=C(C(=O)Nc2ccccc2)C(c2ccncc2)C(C#N)=C(SCC(=O)NC2CC2)N1 (centres undefined)	-3	-7	11	-3	-2	2	-6	-0.1	95	-0.1
CN(c1ccc(C(=O)COC(=O)C2CC2)cc1)S(C)(=O)=O	2	-5	10	-9	-2	0	-3	-0.7	97	0.5
CCCCn1c(SCC(=O)NC2CCCC2)nc2ccccc2c1=O	8	-3	7	3	-4	-1	-7	-1.0	96	0.2
Cc1ccc(SCC(=O)Nc2ccc(S(=O)(=O)Nc3ncccn3)cc2)cc1	26	-10	10	1	-3	1	12	-3.1	86	-0.3
O=C1c2cccnc2C(Nc2ccc(S(=O)(=O)N3CCCCCC3)cc2)N1Cc1ccccc1 (centres undefined)	-6	-5	12	4	2	-3	2	-1.7	87	0.0
Cc1ccc(C(=O)N[C@H](C(=O)Nc2ccc(N3CCOCC3)cc2)C(C)C)cc1	-3	-5	2	-1	-2	1	-3	-1.9	100	-0.1
O=C(NC(=S)Nc1ccc(CN2CCOCC2)cc1)c1cccc(F)c1	-3	-5	13	-2	-1	-1	-9	-5.7	95	-0.3
CC(C)[C@H](NC(=O)c1ccc(Cl)cc1)C(=O)Nc1cccc(S(=O)(=O)N2CCOCC2)c1	13	-5	11	-4	-1	0	-1	-0.1	97	-0.1
CCOC(=O)c1c(CS(=O)(=O)c2ccccc2)n(C)c2cc(Br)c(O)c(CN(C)C)c12	1	-39	4	23	-1	-2	2	0.2	81	0.2
O=C(Nc1ccccc1Cl)c1ccc(Cl)cc1Cl	3	-5	-8	-8	-1	4	2	3.8	106	0.5
Cc1cc(O)c2/c(=N\N)c(-c3csc(C)n3)coc2c1	0	-14	1	-2	5	1	7	-0.9	99	-0.2
COc1ccccc1NS(=O)(=O)c1ccc(O)cc1	/	-4	6	5	-4	0	0	-2.6	90	0.2
O=C(O)C[C@H]1c2cc(C(F)(F)F)ccc2S(=O)(=O)N1C1CCCC1	-7	-12	3	15	2	2	1	0.2	96	-0.1
COc1ccc(CN2CCNC(=O)C2CC(=O)N2CCCCO2)c(OC)c1 (centres undefined)	-4	-16	12	-1	0	2	-2	0.9	103	-0.3
COc1ccc([C@H]2N[C@]3(CCCN(Cc4ccc(F)cc4)C3=O)[C@H]3C(=O)N(C)C(=O)[C@@H]23)cc1	-4	-10	1	13	0	1	-9	0.4	99	-0.3
CCN(CC(=O)Nc1cccc(OC)c1)C(=O)c1ccco1	-10	-4	2	2	0	-1	3	-0.3	100	-0.1

Some of the entries above, reformatted:
| SMILES | Vif imaging | CaV13 ICDI inh | MC4R antag cAMP | Cardio protect | HTR2A ag | N-glyco inh | PDI inh | MC4R ag barr | ABCB6 inh MLPCN | aDG glyco act |
| --- | --- | --- | --- | --- | --- | --- | --- | --- | --- | --- |
| Cc1cn([C@H]2C[C@H](O)[C@@H](CNC(=O)[C@H](N)Cc3cn(COCc4ccccc4)cn3)O2)c(=O)[nH]c1=O | -2 | -5 | 4 | 3 | 4 | 0 | 3 | -0.9 | 100 | -0.2 |
| CC(C)CNC(=O)C1(C)CCCN1Cc1ccc(S(C)(=O)=O)cc1 (centres undefined) | -5 | -5 | 3 | 1 | 1 | 0 | 3 | -1.2 | 89 | -0.4 |
| Cc1cc(=O)c2ccccc2n1CC(=O)NCc1ccccc1 | -3 | -6 | 4 | -3 | 1 | -2 | -3 | 0.4 | 98 | 0.9 |
| CC(C)c1cc(NCCN2CCOCC2)n2c(nc3ccccc32)c1C#N | 14 | -3 | 16 | -1 | 0 | 3 | -5 | -1.1 | 103 | 0.0 |
| O=C(NC1CCCCC1)C(c1ccccc1)N(C(=O)c1csnn1)C1CCCC1 (centres undefined) | -8 | -4 | 8 | -4 | 0 | -1 | 6 | 2.6 | 99 | 0.2 |
| COc1ccc(/C=N/NC(=O)c2c(-c3ccccc3)noc2C)cc1 | -18 | -6 | -4 | -4 | 0 | -1 | 2 | -1.3 | 104 | -0.1 |
| CCOP(=O)(OCC)C(NC(=O)c1ccc(OC)cc1)c1ccccc1 (centres undefined) | 12 | -1 | 10 | -2 | 7 | 1 | -5 | 2.0 | 96 | 0.3 |
| COc1cc(C2Nc3cccc4cccc(c34)N2)ccc1OC(C)=O | 14 | / | 2 | -2 | -3 | -2 | 10 | -2.4 | 104 | -0.4 |
| COCc1cc(C)nc2sc(C(=O)Nc3ccccc3OC)c(N)c12 | -1 | -23 | -3 | -1 | -1 | 0 | 3 | 0.0 | 97 | 0.4 |
| O=C(NCc1cn(-c2ccccc2)nc1-c1ccc(F)cc1)c1cccc([N+](=O)[O-])c1 | 1 | -5 | 4 | 1 | -8 | -5 | 7 | -2.9 | 96 | 0.3 |
| CCc1nc2ccc(C(=O)NCc3ccc4c(c3)OCO4)cn2c1N(C)C(=O)Cc1ccccc1 | -5 | -5 | -2 | 10 | -1 | 0 | 7 | -1.6 | 95 | -0.3 |

Further structures
SMILES	Vif imaging	CaV13 ICDI inh	MC4R antag cAMP	Cardio protect	HTR2A ag	N-glyco inh	PDI inh	MC4R ag barr	ABCB6 inh MLPCN	aDG glyco act
O=C1OC(Nc2ccc(F)c([N+](=O)[O-])c2)c2ccccc21 (centres undefined)	-6	-5	-2	7	-2	1	3	-0.4	100	0.1
CN(C)S(=O)(=O)c1cccc(NC(=O)c2ccc(N3CCOCC3)c([N+](=O)[O-])c2)c1	-7	-5	7	16	2	-2	1	-1.0	100	-0.5
O=C(NC1C2CC3CC(C2)CC1C3)C1CCCCC1 (centres undefined)	-2	-4	4	3	0	-2	-3	0.4	101	-0.1
O=S(=O)(Nc1cc(Cl)ccn1)c1ccc(Cl)cc1	19	-6	1	7	-2	1	-5	0.2	79	-0.2
COc1ccc(N2C(=O)C(CC(=O)Nc3ccc(F)cc3)N(CCc3ccc(OC)c(OC)c3)C2=O)cc1 (centres undefined)	-2	-4	8	2	0	3	2	-1.9	101	-0.3
CC1CCCCN1CC(=O)c1c[nH]c2ccccc12 (centres undefined)	5	-4	26	1	5	1	6	0.6	99	-0.1
CSc1nc2nc3c(c(=O)n2[nH]1)CCCC3	2	-6	17	6	2	0	-2	2.7	99	0.2
COc1ccc(/C=C/C(=O)OCC(=O)NCCNC(=O)COC(=O)/C=C/c2ccc(OC)cc2)cc1	4	-2	1	-1	1	-1	-2	4.3	101	0.1
O=C(COc1ccccc1)NC(=S)Nc1cccc2cc(O)ccc12	/	-2	5	-5	-2	/	-2	-0.8	102	-0.2
